# Source: PubChem
# GSIS activator = primary screen for activators of insulin secretion dependent on glucose, INS-1E cells, GLuc reporter luminescence; INS-1E GLuc reporter insulin secretion, 2-3 h; hit rate 0.61% among 370,000; activation, % at 16.6 µM;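 active = lowest replicate activation of at least 40%, so every replicate reaches that level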;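 note: 0% = median of neutral control wells and 100% = median of IBMX positive control wells; some compounds called inactive have numbers as strong as hits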
# PglD inh = inhibitors of Campylobacter jejuni PglD acetyltransferase; AID 602405; hit rate 0.098% among 360,000; purified PglD enzyme, DTNB colorimetric CoA detection; inhibition, % at 12.5 µM; in the data active = inhibition above about 16%, passing the limit was not always enough; note: strong numbers were not always called active
# Cneo AK release = causes C. neoformans cell lysis | lysis activity, % at 15 µM | hit rate 0.2% among 360,000 | adenylate kinase release luminescence, 4 h; normalised: neutral wells 0, clomiphene wells 100;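 active = mean lysis activity across replicates of at least 80%, whatever share of replicates individually reach that level; inactive = mean lysis activity below 80%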
#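 read-out = cell lysis signal | test system = log-phase Cryptococcus neoformans yeast cells | input = cells at 5 × 10^6 per mL | medium = fresh YPD growth medium | signal = luminescent adenylate kinase detection reagent | timing = 4 h at 37 °C static, read 1 h later | dosing = single dose | controls = Clomiphene as positive lysis control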
# PGC1a acetyl inh = lowers PGC1a acetylation signal in U2OS cells; AlphaScreen anti-acetyl-lysine; with virally co-expressed GCN5 acetyltransferase; hit rate 0.17% among 350,000; inhibition, % at 15.6 µM;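 active = every replicate shows inhibition of at least 40%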;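 note: 0% = neutral control wells and 100% = positive control wells; some results beyond the cut were filed as inactive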
# FN deposit inh = fibronectin deposition inhibition; inhibition, % at 12.6 µM; AH1F fibroblasts, Alexa488-fibronectin deposition fluorescence, overnight; hit rate 0.086% among 350,000;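 active = mean inhibition across replicates of 30% or more, regardless of how many single replicates reach that level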;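 note: positive control wells lacked labelled fibronectin entirely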
#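 Material – AH1F fibroblast monolayer, labelled fibronectin deposition · Reagent – labelled fibronectin 24 nM · Timing – 1 h adhesion, overnight exposure · Measured by – fluorescence at 485 nm excitation, 525 nm emission · Read-out – inhibition of fibronectin deposition signal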
# F508del corr = CFTR F508del correction in bronchial cells | hit rate 0.36% among 350,000 | activity (quench increase), % at 7.58 µM | CFBE cells, YFP halide quenching; stimulated with forskolin plus potentiator P3; % fluorescence drop versus neutral controls;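 active = mean added fluorescence quench of at least 8% versus neutral control, with both replicates also reaching 8%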;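 note: cells transiently co-express mutant CFTR-F508del with the halide-sensitive YFP; corrector assay measuring rescue of mutant channel to the surface after 24 h compound exposure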
# Statin myotox sup = suppressors of simvastatin-induced myotoxicity in C2C12 myotubes. AID 602340. ATP luminescence, 48 h; scaled: DMSO 0, geranylgeraniol control 100. hit rate 0.78% among 330,000. rescue of ATP level, % at 7.49 µM;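 active = mean ATP rescue above about 67%, or every replicate alone reaching that limit, limit read from the data, passing the limit was not always enough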;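 note: myotubes were challenged with 10 µM simvastatin during compound exposure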
# miR122 inh = miR-122 inhibition in Huh7 cells; activation (reporter increase), % at 12.5 µM; Huh7 miR-122 Renilla luciferase sensor, 48 h; neutral wells = 0, positive control = 100; hit rate 0.3% among 340,000;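 active = mean replicate activation score at least 90 and every replicate individually at or above 90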;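 note: higher luciferase means less miR-122 activity so hits act as miR-122 inhibitors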
# * marks the source's active call; other numbers are inactive results; . = not tested or not shown; & = joins results of further samples; [ ] = remark or other dose.
# Every second line gives: GSIS activator	PglD inh	Cneo AK release	PGC1a acetyl inh	FN deposit inh	F508del corr	Statin myotox sup	miR122 inh
COc1ccc(-n2c(COc3ccccc3)nnc2SCc2ccc(C#N)cc2)cc1
 : .	-4	1	17	.	.	-3	5
C[C@@H]1CCCCO[C@H](CN(C)C(=O)Nc2ccccc2)[C@@H](C)CN([C@@H](C)CO)C(=O)c2cc(N(C)C)ccc2O1
 : .	5	-7	3	.	1.2	12	-8[16.7 µM]
Cc1cc(OCC(=O)Nc2ccccn2)c2c(C)cc(=O)oc2c1
 : 8	-3	-4	4	-1	-1.8	11	-3
COc1cc(C2N(C)C(=O)c3ccccc3N2C)ccc1O (stereo unspecified)
 : 3	-1	-1	.	2	1.7	-3	.
CSc1ccccc1NC(=O)CSc1nnnn1-c1ccccc1SC
 : -8	4	0	.	2	.	.	3
COc1ccc(S(=O)(=O)N2CCCN(CC(=O)C(C)(C)C)CC2)cc1
 : .	-7	0	-3	-4	.	-5	-1
COc1ccc(S(=O)(=O)N(C)C[C@@H]2OCCCC[C@@H](C)Oc3ccc(NS(=O)(=O)c4ccccc4)cc3C(=O)N([C@H](C)CO)C[C@H]2C)cc1
 : -10	1	-3	-6	-4	-0.4	.	-9[16.7 µM]
CCOC(=O)c1cc2c(ccn2-c2ccc(F)cc2)n1CC(=O)N1CCN(C(=O)c2ccco2)CC1
 : .	-1	3	34	-19	.	.	1
CCOc1ccc(C(O)C(CN2CCOCC2)c2ccccc2)cc1 (stereo unspecified)
 : 0	0	0	14	.	.	6	-6
C[C@H](NC(=O)c1ncn2c1C(=O)N(C)CC2)C(=O)OC(C)(C)C
 : 12	0	-1	-9	5	1.7	0	0
COC(=O)Cn1cnc2scc(-c3ccc(C)c(C)c3)c2c1=O
 : .	2	-1	-1	3	-2.3	0	5
Cc1cc(OC(C)C(=O)NCCCN2CCOCC2)c2c(C)c(C)c(=O)oc2c1 (stereo unspecified)
 : 10	-4	0	-8	9	-1.8	-10	0
CCOc1ccc(S(=O)(=O)N2CN3CCN(C3)C2)cc1
 : 1	6	4	9	-4	0.2	7	-10
CC(C)NC(=O)N(C)C[C@@H]1Oc2ccc(NC(=O)C3CC3)cc2CC(=O)N([C@@H](C)CO)C[C@H]1C
 : 12	5	0	-2	.	3.4	-8	8[16.7 µM]
CCC(=O)N1C[C@H](C)[C@@H](OC)CN(C)C(=O)c2ccc(NC(=O)c3ccccc3)cc2OC[C@@H]1C
 : 2	0	0	-4	-1	-0.1	3	.
COc1ccc(S(=O)(=O)N(C)C[C@@H]2Oc3ccc(NC(=O)Nc4ccc(C(F)(F)F)cc4)cc3CC(=O)N([C@H](C)CO)C[C@@H]2C)cc1
 : -5	0	-1	17	.	0.3	-161	-14[16.7 µM]
CCCC(=O)Nc1ccc2c(c1)C(=O)N(C)C[C@H](OC)[C@H](C)CN(C(=O)CC1CC1)[C@@H](C)CO2
 : 8	5	62	4	-10	1.4	-6	.
NC(=O)C1CCN(C(=O)CCn2c(=O)oc3ccccc32)CC1
 : 1	2	-1	-4	0	2.3	5	-6
CN(C)CC(=O)Nc1ccc2c(c1)[C@@H]1C[C@@H](CC(=O)NC3CCCC3)O[C@H](CO)[C@@H]1O2
 : 5	-1	3	-13	2	-1.3	2	-4[16.7 µM]
COCC#Cc1ccc2c(c1)O[C@H](CN(C)C(=O)C1CCC1)[C@H](C)CN([C@H](C)CO)S2(=O)=O
 : 1	1	2	0	.	1.7	-4	17[16.7 µM]
CC(C)CCNC(=O)c1cc(-c2ccncc2)nc2ccc(S(=O)(=O)N3CCOCC3)cc12
 : 7	-3	1	.	-1	.	.	-6
COc1ccc(S(=O)(=O)N(C)C[C@H]2OCCCC[C@H](C)Oc3ccc(NC(=O)Nc4c(C)noc4C)cc3C(=O)N([C@H](C)CO)C[C@H]2C)cc1
 : -7	-3	-3	5	-2	0.9	-13	-1[16.7 µM]
C[C@@H]1CN([C@@H](C)CO)C(=O)c2cc(-c3cncnc3)cnc2O[C@H]1CN(C)Cc1ccc(Oc2ccccc2)cc1
 : 2	-4	1	0	.	-0.1	0	-27[16.7 µM]
CC(=O)NCCOc1cccc(OCCNC(C)=O)c1
 : .	-2	0	9	-7	.	.	-1
CC(=O)c1sc(NC(=O)CCN2C(=O)c3ccccc3C2=O)nc1C
 : 6	2	-1	0	3	1.4	12	-9
Cc1cc(C)nc(SCC(=O)Nc2nonc2N)n1
 : -9	.	.	10	-10	2.4	.	.
Cc1noc(C)c1S(=O)(=O)Nc1ccc2c(c1)C(=O)N([C@H](C)CO)C[C@@H](C)[C@@H](CN(C)C(=O)CCC(F)(F)F)OCCCC[C@@H](C)O2
 : -4	2	-3	2	.	1.3	.	-8[16.7 µM]
COc1ccccc1N1CCN(CCCCN2C(=O)C3CCCN3C2=O)CC1 (stereo unspecified)
 : 0	-3	0	0	-6	-0.6	1	-2
CCOC(=O)Cn1c(=O)c2c(nc3n2CCCCN3c2ccc(C)cc2)n(C)c1=O
 : .	0	0	2	2	.	-6	-6
Cc1occc1C(=O)N/N=C/c1ccc(Br)s1
 : 1	-3	1	-3	-4	-1.3	-16	-1

# The last 3 entries of the part above lead into the next:
# Every second line gives: GSIS activator	PglD inh	Cneo AK release	PGC1a acetyl inh	FN deposit inh	F508del corr	Statin myotox sup	miR122 inh
COc1ccccc1N1CCN(CCCCN2C(=O)C3CCCN3C2=O)CC1 (stereo unspecified)
 : 0	-3	0	0	-6	-0.6	1	-2
CCOC(=O)Cn1c(=O)c2c(nc3n2CCCCN3c2ccc(C)cc2)n(C)c1=O
 : .	0	0	2	2	.	-6	-6
Cc1occc1C(=O)N/N=C/c1ccc(Br)s1
 : 1	-3	1	-3	-4	-1.3	-16	-1
Cc1nc(-c2ccc(F)cc2)c(CC(=O)N(C)CC(=O)Nc2ccccc2C(F)(F)F)s1
 : 7	5	3	6	1	0.3	5	-1
CN(C)N=Nc1ccc(S(=O)(=O)NC(Cc2ccccc2)C(=O)O)cc1 (stereo unspecified)
 : 0	1	4	-11	2	1.8	2	6
O=C(O)c1ccc(/C=N/NC(=O)c2cc(-c3ccc4c5c(cccc35)CC4)n[nH]2)cc1
 : 22	1	-3	.	10	.	.	.
CO[C@@H]1CC[C@H]2CCN(C)C(=O)[C@H](C)[C@H](OC)CN(C)C(=O)c3cccc(C#N)c3OC[C@H]1O2
 : 0	-1	33	7	-3	-2.3	-1	.
Cc1cccc(-c2ccc(C3[C@@H]4CN(C(=O)C5CCCC5)C[C@H]3N4)cc2)c1 (stereo partly specified)
 : 10&-26	.	.	4&-9	7&2	-1.7&0.9	.	.
O=C(Nc1ccc(O)c(-c2nc3ccccc3o2)c1)C1(c2ccccc2)CCCC1
 : 3	.	.	-8	.	1.8	-7	-1
Cc1ccc(S(=O)(=O)N(C)C[C@H]2Oc3c(NS(=O)(=O)c4ccc(F)cc4)cccc3C(=O)N([C@@H](C)CO)C[C@@H]2C)cc1
 : -6	2	57	11	.	-1.4	-28	17[16.7 µM]
CC1=NN(C(=O)Cc2ccccc2)C(O)(c2ccccc2)C1 (stereo unspecified)
 : -4	.	4	-24	-7	1.1	.	-4
Cc1nnc2sc(SCC(=O)N3CCc4ccccc43)nn2c1=O
 : 3	-2	3	0	4	-4.0	-5	-9
C(=N\c1nc2ccccc2[nH]1)/c1cccs1
 : 1	3	0	0	.	0.9	16	2
Cc1ccc(NC(=O)CSc2nnc(Cc3csc(C)n3)o2)cc1
 : 1	9	0	.	-1	3.8	9	.
COc1cc(-c2cc(NC(C)=O)c3ncc(-c4ccccc4)n3c2)cc(OC)c1OC
 : -6	3	-2	-14	11	-2.2	-24	-2
C=CCN(c1ccc(OC)cc1)S(=O)(=O)c1ccc(Cl)c(C(=O)OCC(=O)c2c(N)n(C)c(=O)n(C)c2=O)c1
 : .	4	0	3	-1	0.1	5	-3
COc1cccc(S(=O)(=O)N2CC[C@@H]3[C@H](CO)N(C)c4ccc(C#Cc5cccnc5)cc4[C@@H]32)c1
 : 9	9	10	-2	-1	4.6	-14	23[16.7 µM]
CC(C)C(=O)Nc1nnc(Cc2ccccc2)s1
 : 9	0	-1	.	.	0.3	50	-13
O=C(COC(=O)/C=C/c1cccs1)NC1CC1
 : 9	.	.	-11	.	-0.1	.	2
C=CCNC(=S)Nc1ccc(C)c(S(=O)(=O)N2CCCCC2)c1
 : -3	9	4	-4	2	0.3	2	28
C[C@@H]1CN([C@@H](C)CO)C(=O)c2cccc(NC(=O)c3nc4ccccc4s3)c2O[C@@H]1CN(C)Cc1ccc(Cl)c(Cl)c1
 : -4	1	0	13	.	-0.4	.	-5[16.7 µM]
CC(=O)Nc1cccc(C(=O)OCN2C(=O)c3ccccc3C2=O)c1
 : 13	-1	8	.	-20	-0.3	1	1
CN(C)C(C)(C)C#CCCCCC#CC(C)(C)N(C)C
 : .	2	4	7	.	.	18	-5
CC(C)(C)n1nnnc1C(c1cccs1)N1CCCc2ccccc21 (stereo unspecified)
 : .	-5	-4	-33	.	.	20	0
c1ccc(-c2nc3ccccc3c3nncn23)cc1
 : .	3	3	-15	.	.	.	16
Cc1c(CCO)c(=O)[nH]n1S(=O)(=O)c1cccc(C(F)(F)F)c1
 : 3	0	0	.	2	0.9	0	.
COc1ccc(S(=O)(=O)N(C)C[C@H]2Oc3ccc(NS(=O)(=O)c4ccccc4)cc3C(=O)N([C@@H](C)CO)C[C@H]2C)cc1
 : -3	-4	50	5	.	-0.3	-19	8[16.7 µM]
CCCC(c1nnnn1C1CCCCC1)N1CCN(c2ncccn2)CC1 (stereo unspecified)
 : -2	-1	-2	4	-2	.	-1	9
C#CCOCCOCCOCCNc1nc(N2CCOCC2)nc(N2CCN(C(=O)[C@H]([C@@H](C)CC)n3cc([C@@H](N)Cc4ccc(O)cc4)nn3)CC2)n1
 : .	-2	-1	.	.	.	-13	-4
N#C/C(=C1\CCCN1)c1ccc2ccccc2n1
 : .	-5	1	-18	.	.	77*	0
CCN(CCCNS(=O)(=O)c1cc(-c2cc(C)no2)ccc1C)Cc1ccccc1
 : -16	-5	-2	-10	-2	1.9	-15	20
Cc1cc(C)n(-c2nc3c(c(=O)[nH]c(=O)n3C)n2Cc2cccc(Br)c2)n1
 : .	9	0	-3	.	.	.	4
CC1(C(=O)Nc2cccc(Oc3ccccc3)c2)CCN1Cc1ccccc1Cl (stereo unspecified)
 : 1	-4	-2	-12	7	1.7	3	-3

# The listing continues.
# Every second line gives: GSIS activator	PglD inh	Cneo AK release	PGC1a acetyl inh	FN deposit inh	F508del corr	Statin myotox sup	miR122 inh
Cc1noc(C)c1NC(=O)N(C)C[C@@H]1Oc2c(NS(=O)(=O)c3ccc(F)cc3)cccc2C(=O)N([C@H](C)CO)C[C@@H]1C
 : 14	1	-10	-10	.	-2.1	8	3[16.7 µM]
CCc1ccc(N(CC(=O)O)S(=O)(=O)c2c(C)noc2C)cc1
 : 9	-7	-1	1	5	-2.6	-3	.
O=C(Cc1ccccn1)NCC[C@@H]1CC[C@@H](NC(=O)Nc2ccc(Cl)cc2)[C@H](CO)O1
 : 5	11	2	0	.	0.0	10	.
C[C@@H]1CN([C@H](C)CO)C(=O)c2cc(NS(C)(=O)=O)ccc2O[C@@H](C)CCCCO[C@@H]1CN(C)CC1CCCCC1
 : -7	-1	2	-5	-21	1.6	45	0[16.7 µM]
COc1ccc(-n2nc(C(=O)NCC(=O)NCc3ccco3)c3ccccc3c2=O)c(OC)c1
 : .	-3	1	2	-8	.	.	-15
Cc1ccc(NC(=O)c2cnn(-c3ccccc3)c2C)cc1C
 : -25	-3	-8	.	4	-7.8	-20	.
